# Source: PubChem
# Ecoli WT growth: blocks growth of wild type E. coli BW25113 | E. coli BW25113 growth inhibition, OD600 | inhibition, % at 10 µM | hit rate 0.05% among 20,000; in the data active means inhibition above about 40%;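 further: bacteria exposed to compound for 20 hours at 37 °C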
#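 System: bacterial strain in a whole-cell growth screen; medium: LB broth with 50 µg/mL kanamycin; detection: absorbance at 615 nm; schedule: 20 h exposure, 37 °C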
# * = called active by the depositor. This is a subset; the hit share may differ from the screen's.
SMILES,Ecoli WT growth
CCC(c1nc2ccccc2c(=O)n1CCCn1ccnc1)N1C(=O)c2ccccc2C1=O (centres undefined),-9
CCOC(=O)C1CCN(C(=O)Cc2cccs2)CC1,-21
Cc1c(C(=O)OCC(C)(C)CN(C)C)oc2ccccc12,1
Cc1ccc(S(=O)(=O)C2(C(=O)NC3CCCC3)CC2)cc1,-3
Cc1ccc(Cl)cc1NC(=O)CSc1nnc(C)n1-c1ccccc1,-3
CCC(=O)Nc1nc2ccccc2n1Cc1ccccc1,-12
Cc1ccc(OCCN2CCN(C(=O)CCC(=O)Nc3nnc(C)s3)CC2)cc1,-3
Cc1cccc(NC(=O)Nc2cc(C)on2)c1,-12
Cc1cc(=O)[nH]c(SCCOc2cccc(C(F)(F)F)c2)n1,-32
CCOc1ccccc1CNC(=O)CCN1C(=O)COc2ccccc21,4
COC(=O)c1ccccc1NC(=O)c1ccccc1N(C)S(C)(=O)=O,-15
O=C(c1ccco1)c1cn(CC(=O)N2CCCc3ccccc32)c2ccccc12,-25
COC(=O)CC(=O)CSc1nc2c(cc1C#N)CCCCC2,-17
Cc1ccc2[nH]c(=O)c(C(c3nnnn3CCc3ccccc3)N3CCOCC3)cc2c1 (centres undefined),6
O=C(COc1ccc(S(=O)(=O)NC2CCCCC2)cc1Cl)NCc1cccnc1,-16
CC(C)c1ccc(N2CC(C(=O)Nc3nccs3)CC2=O)cc1 (centres undefined),3
CCOC(=O)Nc1ccc(OC)cc1S(=O)(=O)N1CCCCC1,-4
CCOc1cc(C)c(C(C)C)cc1S(=O)(=O)NCc1ccccn1,0
CCn1c(SCC(=O)Nc2ccc(C(=O)OC)cc2)nnc1-c1cccs1,-2
CCOC(=O)c1c(NC(=O)OC)sc(C(=O)N(C)C)c1C,-2
O=C1C(C=NCCCn2ccnc2)=C(O)c2ccccc21,-4
COc1ccc(-c2noc(CN(C(=O)c3c(-c4ccccc4Cl)noc3C)C(C)C)n2)cc1,-1
COc1cc(C(=O)OCCN2CCOCC2)ccc1O,-17
O=C(CN1C(=O)COCC1=O)N1CCOCC1,5
CCOC(=O)c1ccc(S(=O)(=O)Nc2cc(C(C)(C)C)no2)cc1,-4
SMILES,Ecoli WT growth
COCCNC(=O)CN(C)S(=O)(=O)c1ccc(Br)cc1,6
Cc1nc(N2CCC(C)CC2)c2c(C)c(C(=O)O)sc2n1,-1
CCOC(=O)Cc1csc(NC(=O)C(C)(C)C)n1,-14
O=C(Cn1c(=S)nc2ccccn21)N1CCc2ccccc2C1,-15
Clc1ccccc1OCc1nc(-c2ccncc2)no1,10
CSc1ccccc1NC(=O)c1ccoc1C,-22
COc1cccc2cc(C(=O)OC3CCN(C)CC3)c(=O)oc12,8
COC(=O)CNc1nc(C2CC2)nc2c1nnn2Cc1ccccc1Cl,-1
COc1ccccc1-c1nn2c(-c3ccccc3Cl)nnc2s1,3
COc1ccc(Br)cc1C(=O)Nc1ccc(N2CCN(S(C)(=O)=O)CC2)cc1,-1
COc1ccc(CNC(=O)C2CCN(S(=O)(=O)c3cc(OC)ccc3OC)CC2)cc1,3
CC1CCc2nn(CC(=O)N3CCN(C(=O)c4ccco4)CC3)cc2C1 (centres undefined),-4
Cn1c(=O)c2c(nc(-n3ccnc3)n2Cc2ccccc2)n(C)c1=O,-12
COc1ccccc1OCCCn1cc(C#N)c2ccccc21,-26
CCOC(=O)c1cnc2ccc(Cl)cc2c1N1CCN(C)CC1,-17
O=C1CC(=O)N(Cc2cccs2)C(=O)N1,-4
COC(=O)c1ccc(Cl)c(NC(=O)CN2CCOCC2)c1,-6
Cn1c(SCC(=O)NCc2ccc3c(c2)OCO3)nnc1-c1cccs1,-20
CN1C(=O)CC(N2CCC(c3nc4ccccc4s3)CC2)C1=O (centres undefined),-20
COc1ccc(CCNC(=O)Cc2nn(C)c(=O)c3ccccc23)cc1OC,-19
COc1ccccc1N(CC(=O)NCc1ccccn1)S(C)(=O)=O,-1
O=C(CSc1nnnn1Cc1ccccc1)N1CCN(c2ccccc2)CC1,-12
Cc1ccc(O)c(-c2cc3ccccc3[nH]2)c1,-3
COc1ccc(NC(=O)CSc2nnc(-c3ccncc3)n2CC2CCCO2)c(OC)c1 (centres undefined),9
O=C(Nc1nccs1)C1CCCN1S(=O)(=O)c1ccc(F)cc1 (centres undefined),-18
SMILES,Ecoli WT growth
c1ccc2c3nnc4n(c-3nc2c1)CCCS4,-9
O=C(NC1CCCc2ccccc21)C1CCN(S(=O)(=O)c2cnc[nH]2)CC1 (centres undefined),11
CCOC(=O)c1sc(NC(=O)C2CCCO2)c(C(=O)OC)c1C (centres undefined),-15
CN(C)c1ccc(C=NCC2(O)CCOC(C)(C)C2)cc1 (centres undefined),8
C/C=C/COC(=O)c1[nH]c2c(c1C)C(=O)CC(c1ccc(N(C)C)cc1)C2 (centres undefined),-3
COc1ccc2[nH]c(C(=O)O)c(CCC(=O)O)c2c1,-24
O=C(COC(=O)C1CC(=O)N(c2ccccc2)C1)c1ccccc1 (centres undefined),10
CSc1ccccc1-n1nnnc1SCC(=O)NCc1cccs1,-24
O=c1[nH]cnc2scc(C3COc4ccccc4O3)c12 (centres undefined),-15
Cc1nc2ccc(F)cc2cc1C(=O)NCc1ccco1,-16
O=C1C2C3C=CC(O3)C2C(=O)N1CC(O)c1ccccc1 (centres undefined),-11
COCc1nnc(NC(=O)C(C)C)s1,-17
CC(=O)c1cc(F)c(N2CCN(C(=O)Cc3ccccc3)CC2)cc1C,0
CCN(CC)Cc1c(C(=O)OC)nnn1-c1nonc1N,8
O=C(NCc1ccccn1)c1ccc(NC(=O)c2ccco2)cc1,6
Cc1ccc(C(=O)NCc2occc2C(=O)O)o1,-18
COC(=O)c1ccc2c(=O)n(Cc3ccco3)c(SCC(=O)Nc3ccc(C)c(Cl)c3)nc2c1,-3
Cc1nc2ccccc2c(=O)n1NC(=O)c1c(O)c2c(n(CC(C)C)c1=O)CCCC2,9
O=C(O)CN1CCOCCOCCN(CC(=O)O)CCOCCOCC1,-16
Cc1cc(NC(=O)COc2cccc(C)c2C)no1,10
Nc1c(Sc2ccccc2)c(=O)[nH]c(=O)n1Cc1ccccc1,2
Nc1nonc1C(=O)NCCNCc1cc(Br)ccc1OCc1ccccc1F,12
CCCC(CCC(=O)OC)(C(=O)OCC)c1csc(N)n1 (centres undefined),-18
COc1ccccc1NC(=O)CSc1nnc(Cc2ccccc2)o1,0
Cc1[nH]n2c(=O)c3c(nc2c1-c1ccccc1)CCC3,2
SMILES,Ecoli WT growth
C=CCNc1nc(Nc2ccc(OC)cc2OC)nc(OCC)n1,3
CCOC(=O)C(NC(C)=O)(Nc1ccc(S(=O)(=O)Nc2nccs2)cc1)C(F)(F)F (centres undefined),-1
Cc1ccc(NC(=O)c2ccc(OC(=O)c3ccco3)cc2)cc1,-26
Cc1ccc(N2CC(C(=O)NCCc3ccc(S(N)(=O)=O)cc3)CC2=O)cc1 (centres undefined),-13
COc1ccc(S(=O)(=O)N2CCC(C(=O)Nc3ccc(OC)c(OC)c3)CC2)cc1C,-20
Cc1nnc(SCc2ccccc2)n1N,7
CCCC(=O)Nc1ccc(N2CCN(C(=O)c3ccccc3C)CC2)cc1,3
CCc1ccccc1NC(=O)CCc1nc(-c2ccc(C)cc2)no1,1
COc1ccc(-c2cc(O)cc(O)c2)cc1,-4
COc1ccccc1OCC(=O)Nc1cccc(C(=O)N2CCOCC2)c1,-11
O=C(COC(=O)c1cnccn1)c1ccc(OC(=O)c2ccccc2)cc1,-1
Cc1ccc(C)c(NC(=O)CCN2CCOCC2)c1,1
C=CCc1cccc2cc(C(=O)N3CCN(C(=O)c4ccco4)CC3)c(=O)oc12,-22
CCOc1ccc(Nc2oc(-c3cccs3)nc2C#N)cc1,-8
CCC(=O)c1ccc(OCC(O)CN2CCN(S(=O)(=O)N3CCCCC3)CC2)cc1 (centres undefined),-3
Cc1csc(NC(=O)c2cccs2)n1,-1
Cc1ccc(Cl)cc1N1CCN(C(=O)C2CCCN(S(=O)(=O)c3cnc[nH]3)C2)CC1 (centres undefined),1
O=C(O)c1ccc(COCC(F)(F)F)cc1,-29
CCOC(=O)c1sc(NC(=O)c2noc3c2CCCC3)c(C(=O)OCC)c1C,6
COc1cccc(C(=O)N2CCN(C(=O)c3cccs3)CC2)c1OC,-15
CCOC(=O)CN1CC23C=CC(O2)C(C(=O)NC2CCCC2)C3C1=O (centres undefined),5
O=C(CCNS(=O)(=O)c1cccc2nsnc12)NCc1cccs1,-1
Cc1occc1C(=O)N1CCN(S(C)(=O)=O)CC1,-11
CS(=O)(=O)Nc1ccccc1C(=O)NC1CC2CCC1C2 (centres undefined),-24
Cc1ccc(S(=O)(=O)C(C#N)c2nc3ccccc3nc2N2CCCCC2)cc1 (centres undefined),20
SMILES,Ecoli WT growth
Cc1cc(C(=O)Nc2c(C)n(C)n(-c3ccccc3)c2=O)cs1,-13
CCc1nnc(NC(=O)C2CCCN2S(=O)(=O)c2ccccc2)s1 (centres undefined),-21
CCCc1cc(C(=O)Nc2ccc(C(C)=O)cc2)no1,8
O=S(=O)(c1ccccc1)c1nc(-c2ccco2)oc1NCCCn1ccnc1,-12
O=C(NC12CC3CC(CC(C3)C1)C2)N1CCN(S(=O)(=O)c2ccc(Cl)cc2)CC1,-16
CS(=O)(=O)N(CC(=O)Nc1cccc(F)c1)Cc1ccccc1,-2
O=C(Nc1cccc(Cn2cccn2)c1)c1cc2c(s1)CCCC2,-18
Cc1cc(NC(=O)CSc2nc3c(c(-c4cccnc4)c2C#N)CCC3)no1,-4
COc1ccc(NC(=O)c2ccccc2NC(=O)C2CCCO2)cc1 (centres undefined),-20
c1ccc(Cn2nnnc2CN2CCN(c3ncccn3)CC2)cc1,-3
Cc1cc(-c2ccccc2)n(-c2ccc(C(=O)N3CCN(c4ncccn4)CC3)cc2)n1,-1
COCc1[nH]nc2c1C(c1cc(OC)c(O)c(OC)c1)C(C#N)=C(N)O2 (centres undefined),6
NC(=O)C1(N2CCCCC2)CCN(C(=O)CSc2nc(C(F)(F)F)cc(=O)[nH]2)CC1,-22
CC1(C)CC(=O)CC(C2(O)C(=O)N(Cc3ccccc3)c3ccccc32)O1 (centres undefined),15
O=C(Nc1ccccc1C(=O)N1CCOCC1)C1COc2ccccc2O1 (centres undefined),-1
O=C(CSc1nnc2c3cc(F)ccc3nc(-c3ccccc3)n12)N1CCOCC1,6
CCOC(=O)c1ccc(NC(=O)Nc2cc(C)on2)cc1,-20
CCOc1ccc(NC(=O)COC(=O)Cn2cnnn2)cc1OCC,13
CC(C)(C)c1cc(NC(=O)c2cccnc2)no1,-17
COCCNc1nc(C(C)(C)C)nc2c1nnn2Cc1ccccc1Cl,7
O=C1NC(Nc2ccccn2)(C(F)(F)F)C(=O)N1c1ccc(F)cc1 (centres undefined),-8
COC(=O)Cc1csc(Nc2c(C)n(C)n(-c3ccccc3)c2=O)n1,-15
COc1cccc(Oc2ccc(N)cn2)c1,-5
CCOC(=O)CC(=O)CSc1nc2nc(C)cc(C)n2n1,-14
O=c1[nH]c(CS(=O)(=O)c2ccccc2)nc2ccccc12,-15
SMILES,Ecoli WT growth
CC(C)=CCCC(C)NC(=O)NC1CCCCC1 (centres undefined),-2
CC(=O)Nc1ccccc1OCc1nnc(-c2cccs2)o1,-2
Cc1cc(C)n2c(SCc3c(C)noc3C)nnc2n1,-19
O=C(COC(=O)C1CC1)c1c[nH]c2ccccc12,-2
COc1cccc(CN2CCN(c3cccc(C(F)(F)F)c3)CC2)c1OC,-3
Cc1cc(C)c2c(=O)n(CC(=O)N3CCC(Cc4ccccc4)CC3)sc2n1,-3
COc1ccc(Cc2nnc(NC(=O)Cc3cccs3)s2)cc1,4
CCCOc1ccc2c3c(c(=O)oc2c1)CCCC3,-12
CC(C)N(Cc1nc(-c2ccccc2)no1)C(=O)C(C)(C)C,-27

# Reformatted: results already given.
> CC(C)=CCCC(C)NC(=O)NC1CCCCC1 (centres undefined)
  Ecoli WT growth: -2

> CC(=O)Nc1ccccc1OCc1nnc(-c2cccs2)o1
  Ecoli WT growth: -2

> Cc1cc(C)n2c(SCc3c(C)noc3C)nnc2n1
  Ecoli WT growth: -19

> O=C(COC(=O)C1CC1)c1c[nH]c2ccccc12
  Ecoli WT growth: -2

# Among those listed so far, 23 contain an aryl methoxy group:
SMILES,Ecoli WT growth
CCOC(=O)Nc1ccc(OC)cc1S(=O)(=O)N1CCCCC1,-4
COc1ccc(-c2noc(CN(C(=O)c3c(-c4ccccc4Cl)noc3C)C(C)C)n2)cc1,-1
COc1cc(C(=O)OCCN2CCOCC2)ccc1O,-17
COc1cccc2cc(C(=O)OC3CCN(C)CC3)c(=O)oc12,8
COc1ccccc1-c1nn2c(-c3ccccc3Cl)nnc2s1,3
COc1ccc(Br)cc1C(=O)Nc1ccc(N2CCN(S(C)(=O)=O)CC2)cc1,-1
COc1ccc(CNC(=O)C2CCN(S(=O)(=O)c3cc(OC)ccc3OC)CC2)cc1,3
COc1ccccc1OCCCn1cc(C#N)c2ccccc21,-26
COc1ccc(CCNC(=O)Cc2nn(C)c(=O)c3ccccc23)cc1OC,-19
COc1ccccc1N(CC(=O)NCc1ccccn1)S(C)(=O)=O,-1
COc1ccc(NC(=O)CSc2nnc(-c3ccncc3)n2CC2CCCO2)c(OC)c1 (centres undefined),9
COc1ccc2[nH]c(C(=O)O)c(CCC(=O)O)c2c1,-24
COc1ccccc1NC(=O)CSc1nnc(Cc2ccccc2)o1,0
C=CCNc1nc(Nc2ccc(OC)cc2OC)nc(OCC)n1,3
COc1ccc(S(=O)(=O)N2CCC(C(=O)Nc3ccc(OC)c(OC)c3)CC2)cc1C,-20
COc1ccc(-c2cc(O)cc(O)c2)cc1,-4
COc1ccccc1OCC(=O)Nc1cccc(C(=O)N2CCOCC2)c1,-11
COc1cccc(C(=O)N2CCN(C(=O)c3cccs3)CC2)c1OC,-15
COc1ccc(NC(=O)c2ccccc2NC(=O)C2CCCO2)cc1 (centres undefined),-20
COCc1[nH]nc2c1C(c1cc(OC)c(O)c(OC)c1)C(C#N)=C(N)O2 (centres undefined),6
COc1cccc(Oc2ccc(N)cn2)c1,-5
COc1cccc(CN2CCN(c3cccc(C(F)(F)F)c3)CC2)c1OC,-3
COc1ccc(Cc2nnc(NC(=O)Cc3cccs3)s2)cc1,4
